Source: PubChem BioAssay
HSF1 inh: HSF1 inhibitors in luciferase reporter cells, primary screen, cell-based, NIH3T3, luminescence; NIH3T3-HGL HSE-luciferase, MG132-induced, luminescence 8 h; stronger effect = lower value; activity change, negative = inhibition, % at 7.5 µM (by protocol); 0.77% of 300,000 active;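 active means more than half of replicate wells show activity change below -50%, luminescence cut by over half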;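 further: luciferase reports HSF-1 transcriptional activity via heat shock element; 0% = median of DMSO wells and -100% = zero luminescence signal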
DYRK1A inh: rat Dyrk1A kinase inhibitors, primary screen, biochemical, single point, plate reader; 0.43% of 310,000 active; AID 504441, 2011; ADP-Glo luminescence, NFATc1 peptide; inhibition, % at 12.5 µM; Dual specificity tyrosine-phosphorylation-regulated kinase 1A (Rattus norvegicus), Q63470; in the data active means inhibition above about 50%;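 further: plate controls were vehicle with enzyme for no effect and no enzyme for full effect; many of its hits are not listed in these tables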
IEC-6 tox: cytotoxicity in IEC-6 intestinal epithelial cells, primary screen, cytotoxicity control for KLF5 inhibitor project, cell-based, luminescence; IEC-6 cytotoxicity, luminescence viability; inhibition, % at 5 µM; AID 1825, 2009; 0.78% of 290,000 active; in the data active means inhibition above about 22%;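 further: 0% = plate median of test compound wells and 100% = cytotoxic reference compound wells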
Platelet DG rel: inhibitors of platelet dense granule secretion, primary screen, cell-based, MLPCN, human platelets. human platelet-rich plasma, SFLLRN dense granule ATP release, luminescence. inhibition, %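 (compounds screened at 7.5 µM in platelet-rich plasma)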. 0.22% of 300,000 active. AID 1663, 2009;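 active means mean replicate score, as percent of positive control, at or above 50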
HSF-1 act: HSF-1 activators, primary screen, NIH3T3-HGL cells, MG132 stress, luminescence, single point; 1.7% of 300,000 active; activation, % at 9 µM; NIH3T3-HGL HSF-1 luciferase reporter, 8 h; 100% = twice DMSO control signal;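 active means mean replicate activation of at least 50% with a set share of replicates each reaching 50%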;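 further: 0% = median of the neutral control wells and 100% = twice that signal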
GSK3B inh: human GSK3beta kinase inhibitors, primary screen, biochemical, cell-free homogeneous, HTS. Glycogen synthase kinase-3 beta (Homo sapiens), P49841. GST-GSK3beta kinase, ADP-Glo luminescence, 60 min; stronger effect = lower value. activity score (negative = inhibition), % at 10 µM. 0.038% of 300,000 active;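 active means more than half of replicate wells score below -50%, meaning over 50% inhibition versus plate controls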;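 further: 0% = median DMSO wells and -100% = median GW8510 positive control wells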
Target sequence (P49841 whole entry, looked up): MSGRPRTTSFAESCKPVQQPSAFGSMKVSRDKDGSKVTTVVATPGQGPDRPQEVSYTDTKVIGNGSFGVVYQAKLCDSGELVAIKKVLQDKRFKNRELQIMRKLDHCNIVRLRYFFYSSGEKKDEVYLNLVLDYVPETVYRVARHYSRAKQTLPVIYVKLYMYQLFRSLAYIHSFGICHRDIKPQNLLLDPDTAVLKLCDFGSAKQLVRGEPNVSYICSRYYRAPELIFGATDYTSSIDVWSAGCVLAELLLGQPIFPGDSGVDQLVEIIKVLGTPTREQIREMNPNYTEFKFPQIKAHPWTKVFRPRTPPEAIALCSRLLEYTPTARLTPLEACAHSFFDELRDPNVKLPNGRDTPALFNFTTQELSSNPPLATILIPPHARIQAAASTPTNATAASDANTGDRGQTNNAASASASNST
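Assay system: GST-fused GSK3beta enzyme, cell-free / Medium: Tris pH 7.5 buffer with MgCl2, DTT, BSA, heparin / Also added: peptide substrate plus 25 µM ATP (final) / Compound: 10 µM single point / Timing: kinase reaction with compound 60 min at room temperature / Detection: ADP-Glo luminescence / Benchmarks: DMSO neutral wells and GW8510 at 20 µM as positive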
GSK3A inh: blockers of GSK3A enzyme activity – biochemical, luminescence, cell-free homogeneous, HTS, primary screen | 0.1% of 320,000 active | AID 2650, 2010 | Glycogen synthase kinase-3 alpha (Homo sapiens), P49840 | GSK-3 alpha kinase, ADP-Glo luminescence, 60 min | inhibition, % at 10 µM;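 in the data active means inhibition above about 50%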;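 further: GST-tagged GSK-3 alpha with peptide substrate and 25 µM ATP; 0% = DMSO neutral wells and 100% = GW8510 positive control wells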
Target sequence (P49840 whole entry, looked up): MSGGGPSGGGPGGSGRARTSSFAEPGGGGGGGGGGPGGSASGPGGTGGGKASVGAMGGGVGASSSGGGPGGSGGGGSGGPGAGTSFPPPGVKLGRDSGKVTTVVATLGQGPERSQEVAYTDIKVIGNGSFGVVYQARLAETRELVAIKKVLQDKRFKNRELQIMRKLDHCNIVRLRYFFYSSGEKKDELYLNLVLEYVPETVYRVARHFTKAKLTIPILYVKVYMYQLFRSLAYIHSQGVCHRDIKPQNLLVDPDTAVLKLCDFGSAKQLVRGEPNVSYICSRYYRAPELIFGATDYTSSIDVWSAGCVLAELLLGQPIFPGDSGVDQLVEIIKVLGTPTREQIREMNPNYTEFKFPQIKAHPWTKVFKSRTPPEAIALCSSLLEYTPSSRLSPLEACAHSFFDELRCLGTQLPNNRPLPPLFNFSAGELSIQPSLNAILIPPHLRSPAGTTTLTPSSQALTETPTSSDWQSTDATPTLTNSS
aSyn UTR inh: MLPCN primary screen, SNCA 5' untranslated region. alpha-synuclein 5'UTR reporter, inhibitor activity. inhibition, % (tested at 7.5 µM). 0.82% of 300,000 active; in the data active means inhibition above about 60%;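 further: H4 neuroglioblastoma cells stably carrying SNCA 5'UTR luciferase fusion; 0% = DMSO wells and 100% = positive control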
KLF5 inh: KLF5 expression inhibitors, primary screen, DLD-1 cells, luminescence | inhibition, % at 5 µM | 0.23% of 290,000 active | DLD-1 KLF5 promoter-luciferase reporter;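 active means inhibition above a per-plate limit of that plate's mean compound inhibition plus 3 SD, cut at about 60% in these data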;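 further: 0% = DMSO wells and 100% = LY294002 at 200 µM; higher means less KLF5 promoter-driven luciferase light; inactives centre near -14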
HSP90 inh: HSP90 inhibitors, primary screen, cell lysate, luminescence | Rabbit reticulocyte lysate, luciferase refolding luminescence, 3 h | Heat shock protein HSP 90 (rabbit reticulocyte lysate; luciferase refolding) | inhibition, % at 5.6 µM | 0.91% of 290,000 active;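 active means inhibition above the screen-wide mean plus 3 SD, computed separately per campaign, cut at about 16% in these data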;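 further: 0% = DMSO wells and 100% = 60 µM geldanamycin wells; inhibitors lower the luminescence because luciferase stays unfolded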
* = called active by the depositor; nt = not tested or not shown. This is a subset. The share of hits here may be higher or lower than overall.

SMILES | HSF1 inh | DYRK1A inh | IEC-6 tox | Platelet DG rel | HSF-1 act | GSK3B inh | GSK3A inh | aSyn UTR inh | KLF5 inh | HSP90 inh
CC[C@@H]1CC=C[C@H]2[C@H]1C(=O)N(Cc1ccccc1)[C@H]2c1ccc(C(F)(F)F)cc1 | 19.9 | 6.3 | nt | 14.7 | 10.5 | 1.7 | nt | 24.3 | nt | nt
O=C(COC(=O)c1cc(S(=O)(=O)N2CCOCC2)ccc1F)Nc1c(Cl)cccc1C(F)(F)F | -3.1 | -3.4 | nt | -5.2 | -6.9 | -1.0 | -1.0 | -3.2 | nt | nt
O=[N+]([O-])c1cc(S(=O)(=O)Nc2cccc(Cl)c2)ccc1N=Nc1c(O)[nH]c2ccccc12 | 1.7 | -3.9 | 6.7 | 3.1 | 19.8 | 0.9 | nt | 10.3 | -38.9 | 2.4
COc1cc(/C(C)=N/Nc2ccc(C(=O)O)cc2)cc(OC)c1OC | -10.5 | 0.4 | 9.0 | 4.4 | -8.0 | -0.5 | -1.9 | -101.3 | 0.5 | 24.8*
Cc1cc(NC(=O)COc2nnc(-c3ccccc3)c3ccccc23)no1 | nt | -13.2 | 3.1 | nt | nt | nt | 4.2 | nt | -17.1 | -0.5
COc1ccc(CCNC(=O)C2CCCN(S(=O)(=O)c3ccc(F)cc3)C2)cc1 (stereo not drawn) | -0.7 | -2.3 | -3.1 | 23.0 | 2.8 | 0.8 | -2.1 | -0.5 | -27.9 | -0.2
CCc1cccc2c(C(=O)COC(=O)c3nn(C)c(=O)c4ccccc34)c[nH]c12 | 9.3 | -5.0 | 3.7 | -3.2 | -11.0 | -3.4 | -2.7 | 2.3 | 2.5 | 1.4
CC(C)(C)C(=O)Cn1c(=O)n(-c2ccc(F)cc2F)c(=O)c2sccc21 | 2.2 | 1.1 | -8.3 | -5.5 | -13.4 | -0.3 | -2.5 | 11.1 | -6.2 | -4.9
COc1ccc(NC(=O)CN(C)C(=O)c2cccc(S(=O)(=O)N3CCN(Cc4ccccc4)CC3)c2)cc1 | 4.2 | -0.4 | 0.4 | 16.2 | -1.9 | -1.1 | -1.4 | -1.9 | -15.3 | -3.2
Cc1noc(C)c1COc1cccc(C(=O)Nc2ccccc2N2CCOCC2)c1 | 6.4 | 3.1 | -0.8 | 3.1 | 23.4 | -1.7 | -0.4 | 12.7 | -28.5 | 0.7
O=C(NCCN1CCOCC1)c1cc(Sc2ccccc2Cl)nc2ccccc12 | 13.5 | nt | 2.3 | -3.4 | 30.8 | 1.2 | -3.2 | 8.8 | 5.5 | -1.0
Cc1ccc(NC(=O)CN2C(=O)S/C(=C/c3ccc(-c4cc(C(=O)O)ccc4C)o3)C2=O)cc1C | -3.5 | -0.3 | -6.1 | -3.6 | -1.9 | -1.0 | -1.9 | 24.4 | -12.8 | -2.7
CCC(CC)C(=O)c1c[nH]c(C(=O)N2CCN(c3ccccc3)CC2)c1 | 2.8 | -2.6 | -3.9 | -6.6 | -1.0 | 3.4 | -1.1 | -6.6 | -15.1 | 0.3
CN(C)C(=O)CN1C(=O)c2cccc3cccc1c23 | -0.1 | 11.0 | -4.2 | -4.3 | 3.1 | -2.4 | 0.0 | 12.5 | -45.4 | -0.3
O=C(CSc1ccccn1)Nc1nonc1[N+](=O)[O-] | -2.7 | 1.9 | 21.0 | -0.1 | -14.2 | -2.3 | nt | -13.7 | -11.7 | 2.6

Shown as a hit in HSP90 inh, of those listed so far:
| SMILES | HSF1 inh | DYRK1A inh | Platelet DG rel | HSF-1 act | GSK3B inh | GSK3A inh | aSyn UTR inh | KLF5 inh | HSP90 inh |
| --- | --- | --- | --- | --- | --- | --- | --- | --- | --- |
| COc1cc(/C(C)=N/Nc2ccc(C(=O)O)cc2)cc(OC)c1OC | -10.5 | 0.4 | 4.4 | -8.0 | -0.5 | -1.9 | -101.3 | 0.5 | 24.8* |

(listing goes on)
SMILES | HSF1 inh | DYRK1A inh | IEC-6 tox | Platelet DG rel | HSF-1 act | GSK3B inh | GSK3A inh | aSyn UTR inh | KLF5 inh | HSP90 inh
O=C(Nc1ccc(F)c(Cl)c1)c1cccnc1 | 9.3 | 4.3 | 4.5 | -3.6 | 11.0 | nt | -1.3 | -40.5 | -15.6 | 1.4
CCCCN1C(=O)CC(C(=O)OCC)=C1C | -7.8 | -5.3 | 0.3 | -5.9 | 9.3 | 1.5 | nt | -3.4 | -18.6 | 3.8
Cc1nc2ccc(NC(=O)c3cccs3)cc2s1 | 10.6 | -1.7 | 4.8 | 10.2 | 25.3 | 0.7 | 1.4 | -131.6 | -126.2 | -0.6
CCS(=O)(=O)N1CCCC(C(=O)NCCN2CCC(Cc3ccccc3)CC2)C1 (stereo not drawn) | -11.0 | -22.4 | 4.4 | 9.1 | -7.0 | 4.6 | nt | -15.5 | -18.2 | -1.4
CCN1C(Nc2ccccc2)=NC[C@@H]1C | 0.9 | -1.4 | -4.5 | 8.9 | 0.0 | 2.8 | -1.1 | 32.5 | -9.0 | -5.6
N#Cc1ccc(C(=O)Nc2ccc([N+](=O)[O-])cc2)c(F)c1 | 7.3 | -3.5 | -0.5 | -1.2 | 7.8 | 1.7 | -1.8 | -13.9 | -18.3 | 1.3
Cc1cc([N+](=O)[O-])ccc1NCc1ccccc1[N+](=O)[O-] | 19.2 | 0.0 | 5.5 | -1.5 | 23.3 | -5.4 | -1.5 | 4.4 | -17.5 | 1.2
CN(C)S(=O)(=O)N1CCC(Oc2cccc(C(=O)NC3CCOC3)c2)CC1 (stereo not drawn) | 0.9 | -4.5 | -3.6 | 1.6 | -3.5 | -0.6 | -1.0 | -17.1 | -28.2 | -2.4
CCOC(=O)n1c(O)c(N=NC(N)=S)c2cc(C)ccc21 | 2.2 | -3.9 | -2.8 | 12.9 | -12.3 | 3.5 | -5.4 | 11.4 | -33.7 | -4.8
Nc1nnc(CC(=O)N/N=C/c2ccccc2OCc2ccc(F)cc2)s1 | 6.6 | nt | 2.5 | 5.7 | -1.5 | -25.4 | 3.7 | -6.7 | -19.2 | 10.9
CCOC(=O)/C(C#N)=C\c1c(C)cc(C)c(COC(C)=O)c1C | -1.7 | -0.9 | 4.4 | 28.1 | 8.9 | 0.7 | -0.4 | 1.9 | -34.0 | -0.3
COc1ccc(S(=O)(=O)N(C)c2ccc(C(=O)NCc3ccco3)cc2)cc1 | 1.2 | -18.4 | -3.0 | -11.2 | 15.5 | 0.0 | -0.1 | -1.0 | -27.8 | -1.4
COc1ccc(C(CNC(=O)COc2ccccc2OC)N(C)C)cc1OC (stereo not drawn) | 0.2 | nt | -0.1 | 4.8 | -2.0 | 0.4 | -3.4 | -16.0 | -4.4 | 0.0
NS(=O)(=O)c1ccc(CNC(=O)Cc2cccs2)cc1 | 3.3 | -3.3 | -9.5 | 0.6 | -23.1 | 2.5 | -3.8 | 17.0 | -31.7 | -7.1
CCN(CC)C(=O)c1ccc(COc2ccccc2Cl)o1 | 18.2 | 9.0 | 2.6 | 2.8 | 24.1 | -1.9 | -0.3 | -34.8 | -39.7 | -3.2
O=C(C[n+]1cc(-c2ccc(Cl)cc2)n2c1CCC2)Nc1nc(-c2ccccc2)cs1 | -9.2 | 2.9 | 2.6 | -5.4 | 10.9 | -6.1 | 0.7 | -12.3 | 1.4 | 4.7
O=C(CSc1nc2ncc(Cl)cc2[nH]1)Nc1ccccc1-c1ccccc1 | 3.8 | 0.3 | -1.5 | 4.9 | 23.8 | 4.9 | -1.4 | -11.8 | -15.5 | -5.1
CCCCC(=O)NC(=S)NNS(=O)(=O)c1ccccc1 | -3.0 | -0.8 | 3.1 | -12.3 | 18.7 | 4.9 | -8.3 | 16.8 | -14.3 | 4.3
CCc1ccc2oc(C(=O)N3CCN(c4ccc(OC)cc4)CC3)cc(=O)c2c1 | -1.0 | -0.8 | 4.5 | 0.8 | -6.8 | -0.6 | -0.7 | -5.4 | -17.7 | -0.1
CC(C)(C)Nc1nc(-c2ccccn2)nc2ccccc12 | -3.5 | 8.5 | 91.3* | 7.0 | -9.4 | -1.1 | -2.5 | 44.7 | 27.4 | -0.5
CC(C)N(CCO)Cc1nc(C(c2ccccc2)c2ccccc2)no1 | 17.5 | -12.5 | 2.8 | 22.5 | 39.4 | 2.4 | -5.3 | -13.9 | -15.5 | 2.8
COc1ccc(OCc2nnc3n2N=C(c2ccc(Br)cc2)CS3)cc1 | -3.9 | 8.3 | -4.5 | 2.5 | 4.9 | 0.0 | -1.0 | -10.4 | -23.5 | 0.2
Cc1cc(N2CCN(C(=O)c3ccco3)CC2)n2ncc(-c3ccccc3)c2n1 | 9.7 | 9.5 | 1.0 | -22.8 | 22.6 | 1.8 | -1.5 | -78.5 | -2.4 | 3.0
CC1(C)NC(=O)N(Cc2cc(=O)n3ccsc3n2)C1=O | 2.8 | 4.0 | -3.1 | -17.8 | -11.2 | 1.7 | -0.1 | 1.5 | -30.4 | 1.6
CCN1CCN(c2sc(S(C)(=O)=O)nc2S(=O)(=O)c2ccc(Cl)cc2)CC1 | -0.6 | -0.8 | -0.8 | 0.6 | -0.1 | 1.8 | -9.7 | 34.9 | -22.6 | 3.6
O=C(O)c1ccc(N2C(=O)c3[nH]nc(-c4ccccc4)c3C2c2ccccc2)cc1 (stereo not drawn) | -8.3 | -1.9 | -8.0 | 6.9 | 1.7 | -0.7 | 0.5 | 7.9 | 9.7 | -1.3
O=C(CCc1nnc(Cc2ccc3c(c2)OCO3)o1)NCCc1ccccc1Cl | 9.2 | -1.3 | -9.3 | -8.4 | 17.5 | -0.4 | -12.1 | 21.7 | -16.3 | -1.9
Cc1cccc(N(C(=O)c2cnc3n(c2=O)CCS3)C2CCCCC2)c1 | -1.4 | 6.8 | 2.2 | -4.4 | -7.6 | 0.9 | 0.8 | 16.9 | -7.5 | 0.7
O=C(/C=C/c1cccc([N+](=O)[O-])c1)OCC(=O)c1ccccc1 | 12.3 | -7.1 | -3.2 | 5.8 | 14.6 | -0.6 | 3.1 | -13.2 | 7.0 | 4.4
O=C1CCCC2=C1C(c1ccsc1)CC(=O)N2c1ccccc1F (stereo not drawn) | 8.9 | 1.8 | -2.6 | 14.1 | 4.6 | -0.2 | -5.8 | -11.3 | -19.4 | -2.1
O=C(NC1CCCC1)C(c1ccco1)N(C(=O)c1ccco1)c1ccccc1 (stereo not drawn) | -1.6 | 1.0 | 4.1 | -11.3 | -6.5 | -0.9 | -0.7 | -3.3 | -3.9 | 3.4

An excerpt from above in order of the HSF1 inh value, lowest first.
Molecule | HSF1 inh
O=C(O)c1ccc(N2C(=O)c3[nH]nc(-c4ccccc4)c3C2c2ccccc2)cc1 (stereo not drawn) | -8.3
CCN1CCN(c2sc(S(C)(=O)=O)nc2S(=O)(=O)c2ccc(Cl)cc2)CC1 | -0.6
O=C(CCc1nnc(Cc2ccc3c(c2)OCO3)o1)NCCc1ccccc1Cl | 9.2
